Cneo AK release: Cryptococcus neoformans lysis via adenylate kinase release; C. neoformans lysis, adenylate kinase release luminescence, 4 h; normalised: neutral wells 0, clomiphene wells 100; lysis activity, % at 15 µM; 0.2% of 360,000 active; AID 651654;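 active = mean lysis activity across replicates of at least 80%, whatever share of replicates individually reach that level; inactive = mean lysis activity below 80%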
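Material – Cryptococcus neoformans yeast cells · Quantity – 5 × 10^6 yeast cells/mL · Buffer or medium – YPD medium · Compound – single dose · Timing – 4 h static compound exposure, 37 °C, read 1 h post-reagent · Signal – adenylate kinase release luminescence · Read-out basis – lysis from increased AK signal · Benchmarks – Clomiphene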
Statin myotox sup: protects C2C12 myotubes from simvastatin toxicity; 0.78% of 330,000 active; ATP luminescence, 48 h; scaled: DMSO 0, geranylgeraniol control 100; AID 602340; rescue of ATP level, % at 7.49 µM;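 active = mean ATP rescue above about 67%, or every replicate alone reaching that limit, limit read from the data, passing the limit was not always enough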;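 also: myotubes were challenged with 10 µM simvastatin during compound exposure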
PGC1a acetyl inh: lowers PGC1a acetylation signal in U2OS cells | AlphaScreen anti-acetyl-lysine; with virally co-expressed GCN5 acetyltransferase | inhibition, % at 15.6 µM | 0.17% of 350,000 active;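 active = every replicate shows inhibition of at least 40%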;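 also: 0% = neutral control wells and 100% = positive control wells; some results beyond the cut were filed as inactive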
XiGFP reactiv: reactivates the inactive X chromosome in mouse fibroblasts; XiGFP mouse fibroblasts, % GFP-positive cells imaging, 3 d; cells co-treated with 5-aza-dC sensitizer; scaled so ellipticine positive control = 100%; activation, % at 7.58 µM; 0.055% of 360,000 active; AID 743238;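 active = mean normalized replicate activation at least 10% and every replicate at or above 10%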;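 also: 0% = median of on-plate neutral control wells and 100% = ellipticine 6 µM median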
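System: SV40-immortalized XiGFP fibroblast cells, line 68-5-11 / Incubation: 3-day compound exposure, then 15 min fixation at room temperature / Compound: single concentration per compound, delivered by pin transfer / Buffer or medium: DMEM plus 5-aza-dC sensitizer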
S100A4 MyoIIA: inhibitors of human S100A4 binding to myosin IIA peptide; P26447; S100A4/TAMRA-MyoIIA peptide fluorescence polarization; inhibition, % at 10.7 µM; 0.14% of 360,000 active;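 active = mean inhibition of at least 70% across replicates, with every replicate also reaching that level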
Target sequence (P26447 whole entry, looked up): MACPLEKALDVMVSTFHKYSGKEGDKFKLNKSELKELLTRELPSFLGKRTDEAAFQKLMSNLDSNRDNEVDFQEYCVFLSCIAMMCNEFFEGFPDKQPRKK
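Material: S100A4 monomer protein / Buffer or medium: 50 mM HEPES pH 7.2, 10 mM CaCl2, 100 mM KCl / Times: 5 min incubation before reading / Benchmarks: neutral control DMSO, positive control TFP / Reagent: labelled myosin peptide probe, 5 nM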
LGR2 inh: inhibitors of bursicon-induced Drosophila LGR2 receptor cAMP signaling; HEK293 LGR2, CRE-luciferase, bursicon-stimulated, 4 h; inhibition, % at 9.99 µM; 0.35% of 380,000 active; AID 720647;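 active = drop in luminescence signal, shown as inhibition above about 50% in the replicate tests, limit read from the data, passing the limit was not always enough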;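 also: agonist challenge used bursicon conditioned medium at about half maximal strength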
ERAP1 inh: inhibitors of human ERAP1 aminopeptidase | recombinant ERAP1, Leu-AMC fluorescence, 60 min | 0.15% of 340,000 active | inhibition, % at 10.7 µM | Q9NZ08;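 active = mean replicate inhibition of at least 30%, or all replicates individually reaching that 30% level; inactive = mean below 30% and not every replicate reaching it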;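 also: 0% = neutral control wells and 100% = L-leucinethiol positive control wells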
Target sequence (Q9NZ08 whole entry, looked up): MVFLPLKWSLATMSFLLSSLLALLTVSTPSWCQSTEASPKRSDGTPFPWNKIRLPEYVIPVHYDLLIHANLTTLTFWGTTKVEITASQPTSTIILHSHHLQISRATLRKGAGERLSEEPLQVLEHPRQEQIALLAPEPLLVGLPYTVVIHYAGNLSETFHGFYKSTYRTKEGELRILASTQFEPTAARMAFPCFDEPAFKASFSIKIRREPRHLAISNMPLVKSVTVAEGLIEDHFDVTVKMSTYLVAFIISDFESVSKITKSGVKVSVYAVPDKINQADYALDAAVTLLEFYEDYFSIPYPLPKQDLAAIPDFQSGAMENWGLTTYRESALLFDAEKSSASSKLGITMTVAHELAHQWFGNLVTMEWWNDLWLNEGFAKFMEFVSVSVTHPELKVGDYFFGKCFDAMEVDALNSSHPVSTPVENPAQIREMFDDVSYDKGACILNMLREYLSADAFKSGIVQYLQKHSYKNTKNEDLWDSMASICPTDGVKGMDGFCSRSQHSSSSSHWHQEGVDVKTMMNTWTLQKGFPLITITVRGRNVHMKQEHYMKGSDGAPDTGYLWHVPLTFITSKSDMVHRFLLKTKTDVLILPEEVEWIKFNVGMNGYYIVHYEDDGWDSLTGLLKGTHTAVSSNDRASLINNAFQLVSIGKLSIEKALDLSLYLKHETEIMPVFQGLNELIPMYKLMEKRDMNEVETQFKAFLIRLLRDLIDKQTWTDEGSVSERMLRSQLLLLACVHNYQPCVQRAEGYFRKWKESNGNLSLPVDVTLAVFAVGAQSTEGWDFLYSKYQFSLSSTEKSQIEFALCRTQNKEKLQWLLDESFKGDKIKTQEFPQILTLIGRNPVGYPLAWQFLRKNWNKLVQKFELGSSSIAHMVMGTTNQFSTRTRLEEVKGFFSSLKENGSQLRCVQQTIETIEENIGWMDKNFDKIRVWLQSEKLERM
SIRT5 block: sirtuin-5 (human) deacylase inhibition. Purified SirT5, succinyl-peptide AMC, trypsin-coupled fluorescence. inhibition, % at 15 µM. 1.1% of 330,000 active. AID 652115; in the data active = inhibition above about 15%
* marks the source's active call; other numbers are inactive results; nt = no result given.

Values run as follows: Cneo AK release	Statin myotox sup	PGC1a acetyl inh	XiGFP reactiv	S100A4 MyoIIA	LGR2 inh	ERAP1 inh	SIRT5 block
[1] Cc1ccc(/C=N/NC(=O)CN2CCN(Cc3ccccc3)CC2)o1
    nt	4	10	0.1	-14	-5	4	3
[2] O=C(C1CCCCC1)N1CC(=O)N2[C@@H](CO)[C@@H](c3ccc(C#Cc4cccc(F)c4)cc3)[C@@H]2C1
    nt	nt	-3	0.0	15	16	-1	-1
[3] CCOC(=O)c1cc(C(C)=O)c(=O)[nH]c1C
    0	1	nt	0.0	-1	1	6	4
[4] O=C(C[C@@H]1C=C[C@@H](NC(=O)c2ccc3c(c2)OCO3)[C@H](CO)O1)NC1Cc2ccccc2C1
    1	-9	4	0.4	6	8	-2	4
[5] Cc1ccc(C(c2c(NC(=O)c3ccco3)sc(C)c2C)N2CCOCC2)cc1 (stereo not drawn)
    0	-13	-4	-0.2	1	28	0	nt
[6] C[C@H]1CN([C@@H](C)CO)C(=O)c2cc(NC(=O)C3CC3)ccc2O[C@@H]1CN(C)C(=O)Nc1ccc2c(c1)OCO2
    5	-10	nt	0.2	-9	7	0	2
[7] CCCNC(=O)N1[C@H](CO)[C@@H](c2ccccc2)C12CN(C(=O)CC1CC1)C2
    nt	nt	1	0.2	6	8	0	1
[8] Cn1c(=O)cc(OCCCC(=O)NCc2ccccn2)c2ccccc21
    nt	5	-2	nt	0	-17	3	-2
[9] COc1ccccc1CNC(=O)C1CC(=O)N(c2ccc(C)c(C)c2)C1 (stereo not drawn)
    -2	10	10	nt	-2	-4	-1	nt
[10] COc1ccccc1-n1c2c(cc(C(=O)N3CCC(C)CC3)c1=O)C(=O)CC(C)(C)C2
    0	-1	3	0.2	-2	7	-2	nt
[11] COc1ccc(/C(C)=N\NC(=O)c2ccc3c(c2)OCO3)cc1OC
    nt	nt	nt	0.0	0	-11	-1	-1
[12] Cc1ccccc1OCC(=O)Nc1ccccc1N1CCOCC1
    1	-5	2	nt	nt	8	nt	nt
[13] C[C@H](CO)N1C[C@H](C)[C@H](CN(C)S(=O)(=O)c2ccc(Cl)cc2)Oc2ccc(NC(=O)Nc3cccc4ccccc34)cc2CC1=O
    -15	20	0	-0.6	-5	30	1	4
[14] C[C@H]1CN([C@@H](C)CO)C(=O)c2cccc(NS(C)(=O)=O)c2O[C@H]1CN(C)Cc1ccc(Oc2ccccc2)cc1
    -3	0	3	-0.1	-7	nt	0	-2
[15] Cc1ccc(NC(=O)CC2SC(=Nc3ccc(O)cc3)NC2=O)cc1 (stereo not drawn)
    nt	nt	-11	0.0	-2	7	-5	-2
[16] CN1CCN(CC#CCn2c3ccccc3c3ccccc32)CC1
    2	-31	-14	nt	1	-8	-2	-6
[17] COC(=O)C(NC(=O)CCc1nnc2ccc(N3CCC(C)CC3)nn12)C(C)C (stereo not drawn)
    -3	3	4	0.0	2	-5	-5	3
[18] COc1ccc(N(CC(=O)N/N=C/c2ccc3c(c2)OCO3)S(=O)(=O)c2ccc(NC(C)=O)cc2)cc1
    nt	nt	nt	0.1	-4	7	6	-1
[19] CCCN1C[C@@H](C)[C@@H](OC)CN(C)C(=O)c2cc(NC(=O)C3CC3)ccc2OC[C@H]1C
    -11	2	19	-0.5	3	3	2	7
[20] COc1ccc(OCC(=O)Nc2ccccc2N2CCN(C)CC2)cc1
    4	-6	nt	0.0	-6	1	-1	2
[21] COc1ccccc1N/C(N)=N/c1nc(C)cc(C)n1
    nt	nt	-9	0.1	6	-2	-2	nt
[22] COc1cc(OC)c(C(=O)OCC(=O)c2cc(C)n(CC3CCCO3)c2C)cc1OC (stereo not drawn)
    -8	3	-3	-0.1	0	nt	1	3
[23] CC(=O)Nc1ccc(NC(=O)C(C)OC(=O)CC23CC4CC(CC(Br)(C4)C2)C3)cc1 (stereo not drawn)
    4	-1	0	0.2	-3	6	3	nt
[24] NC(=O)c1sc2nc3c(cc2c1N)CCC3
    nt	-6	10	-0.1	-2	-4	nt	2
[25] C[C@H](CO)N1C[C@H](C)[C@H](CN(C)Cc2ccc(F)cc2)Oc2ncc(-c3ccccc3F)cc2C1=O
    -2	4	11	-0.6	9	-7	-1	3
[26] CN(c1ccccc1)c1nc(N)c([N+](=O)[O-])c(N2CCCC2)n1
    0	-1	-2	0.0	-11	-31	4	1
[27] CCN(CC)CCNC(=O)c1cc(Sc2nnc(C)s2)nc2ccccc12
    -4	nt	-2	-0.1	nt	-13	nt	nt
[28] COc1ccc(NC(=O)Nc2ccc3c(c2)C(=O)N([C@@H](C)CO)C[C@H](C)[C@@H](CN(C)Cc2ccc(Cl)c(Cl)c2)OCCCC[C@H](C)O3)cc1
    3	nt	8	0.0	-2	31	2	6
[29] COc1ccc(NC(=O)CN(C)C(=O)CCc2c[nH]c3ccccc23)cc1
    3	19	nt	0.0	0	8	1	-3
[30] Cc1noc(C)c1NC(=O)Nc1ccc2c(c1)CC(=O)N([C@H](C)CO)C[C@@H](C)[C@H](CN(C)C(=O)Nc1c(C)noc1C)O2
    1	-8	1	-0.9	16	-12	-1	1
[31] COc1cc(-c2nc3ccccc3nc2-c2ccc(O)c(OC)c2)ccc1O
    -1	-5	-11	0.0	4	nt	5	-2
[32] Cc1ccc(S(=O)(=O)Nc2ccc3c(c2)C(=O)N([C@H](C)CO)C[C@@H](C)[C@@H](CN(C)S(=O)(=O)c2cn(C)cn2)O3)cc1
    1	-2	4	0.0	-7	-16	-1	-2
[33] COc1ccc(S(=O)(=O)N2CCN(C(=O)c3cccc(S(=O)(=O)N4CCCC4)c3)CC2)cc1
    0	-1	-13	-0.1	3	4	0	nt
[34] COC(=O)c1cc2sccc2n1Cc1nc(-c2cccc(Cl)c2)oc1C
    -1	-12	2	0.0	-9	9	7	6
[35] CC(C)NC(=O)CSc1nc2ccccc2c(=O)n1CCCOC(C)C
    -1	7	10	nt	0	6	0	1
[36] O=C(c1ccc(CSCc2ccccc2F)o1)N1CCN(c2ccc(N3CCOCC3)nn2)CC1
    0	-18	-11	0.3	9	1	-1	10
[37] COc1ccc(C(=O)NCCCNC(=O)c2cnccn2)cc1
    2	-2	0	0.2	-18	5	2	-1
[38] CCCn1c(=O)c(C(=O)Nc2cccc(C)c2)c(O)c2ccccc21
    -1	-5	nt	0.1	0	nt	2	-7
[39] CCN(c1ccccc1)S(=O)(=O)c1cccc(C(=O)NCC2(N(C)C)CCCCC2)c1
    1	-37	4	-0.1	1	-6	2	-2
[40] O=C1NC(=O)C2C3OC(C(Br)C3Br)C12 (stereo not drawn)
    0	7	2	0.0	-3	23	0	2
[41] O=C(CCCN1C(=O)C2CC=CCC2C1=O)Nc1ccccc1F (stereo not drawn)
    4	-6	nt	-0.1	-5	3	3	-1
[42] Cc1noc(C)c1NC(=O)N(C)C[C@@H]1Oc2c(NC(=O)Nc3ccc(C(F)(F)F)cc3)cccc2C(=O)N([C@@H](C)CO)C[C@H]1C
    -2	3	1	nt	1	nt	-4	0
[43] N#Cc1c2c(c(Nc3ccc(O)cc3)n3c1nc1ccccc13)CCC2
    1	18	25	nt	nt	2	nt	nt
[44] O=C(C[C@@H]1C[C@@H]2c3cc(NC(=O)Nc4ccccc4)ccc3O[C@@H]2[C@H](CO)O1)NCc1ccncc1
    -1	1	-3	0.4	8	0	2	-4
[45] O=C(CCN1C(=O)/C(=C/c2cccs2)SC1=S)Nc1ccc(O)cc1
    3	-3	39	0.4	5	-2	0	-1
[46] COc1ccc(N2CCN(C(=O)[C@H](C)N3C(=O)C4CC=CCC4C3=O)CC2)cc1 (stereo partly drawn)
    nt	0	18	-0.1	-2	-11	0	0
[47] CCC(=O)C1CCCN(C(=O)CCc2nnc(-c3ccc4c(c3)OCO4)o2)C1 (stereo not drawn)
    0	9	-4	0.0	16	-6	1	-5
[48] CC1CCCN(S(=O)(=O)c2ccc(C(=O)Nc3nnc(-c4ccco4)o3)cc2)C1 (stereo not drawn)
    3	-6	0	0.3	-3	-1	1	-3
[49] CCOC(=O)Cc1cnc(NC(=O)CSc2nc3ncnc(N)c3[nH]2)s1
    nt	nt	-5	0.5	1	-16	-2	1
[50] O=C1CC(C(=O)Nc2cccc(Cl)c2)n2ncnc2N1 (stereo not drawn)
    2	3	-1	0.1	1	7	-5	-1
[51] N#C[C@H]1[C@@H](c2ccccc2)[C@H](CO)N1S(=O)(=O)c1ccc(F)cc1
    -3	-39	-6	0.0	-5	-4	2	0
[52] O=C(N[C@H]1CC[C@H](CCn2cc(-c3ccccc3F)nn2)O[C@H]1CO)c1ccc2c(c1)OCO2
    -7	7	15	0.4	0	1	17	-1
[53] Nc1nccnc1C(=O)OCc1nc2sc3c(c2c(=O)[nH]1)CCCC3
    -2	16	7	0.4	-6	-8	-1	6
[54] Cc1cccc2sc(NC(=O)CSc3nnnn3C)nc12
    3	nt	0	-0.1	7	1	1	1
[55] CCCNC(=O)Nc1ccc2c(c1)C(=O)N(C)C[C@@H](OC)[C@@H](C)CN(C(=O)C1CCC1)[C@@H](C)CO2
    -2	-9	nt	-0.2	6	5	1	-2
[56] Cn1cnc(S(=O)(=O)N2CCCCN3[C@@H](CO)[C@H](c4ccc(-c5ccccc5F)cc4)[C@@H]3C2)c1
    2	24	15	-0.1	-3	2	3	-1
[57] NC1=NC(=O)/C(=C\c2ccc(-c3ccc(Cl)cc3)o2)S1
    -1	8	-15	0.0	2	-81	nt	nt
[58] CCCNC(=O)N1C[C@@H]2[C@H](c3ccccc31)[C@H](CO)N2Cc1ccccc1F
    -2	7	-4	0.0	3	-4	-3	-3
[59] O=C(NCCCN1CCCC1=O)Nc1ccccc1Cl
    0	nt	6	0.1	-5	-1	3	-1
[60] COc1ccc(NC(=O)C2CCCN(S(C)(=O)=O)C2)c(OC)c1 (stereo not drawn)
    -3	-4	-18	0.0	3	-5	1	3

In the list so far, two contain a cyano group.
Values run as follows: Cneo AK release	Statin myotox sup	PGC1a acetyl inh	XiGFP reactiv	S100A4 MyoIIA	LGR2 inh	ERAP1 inh	SIRT5 block
[43] N#Cc1c2c(c(Nc3ccc(O)cc3)n3c1nc1ccccc13)CCC2
    1	18	25	nt	nt	2	nt	nt
[51] N#C[C@H]1[C@@H](c2ccccc2)[C@H](CO)N1S(=O)(=O)c1ccc(F)cc1
    -3	-39	-6	0.0	-5	-4	2	0

The list goes on.
Values run as follows: Cneo AK release	Statin myotox sup	PGC1a acetyl inh	XiGFP reactiv	S100A4 MyoIIA	LGR2 inh	ERAP1 inh	SIRT5 block
[61] O=C(NC1=NCCCCC1)c1cccc2ccccc12
    -3	1	3	0.1	-4	-12	-2	-1
[62] COc1ccc(N2CCN(C(=O)CCCCn3c(=O)[nH]c4ccsc4c3=O)CC2)cc1
    -1	-3	3	0.3	1	-7	nt	-1
[63] CCCCCC(O)(CCN1CCCCC1)c1ccc(OCC)cc1 (stereo not drawn)
    nt	nt	-1	0.3	-2	15	3	-1
[64] CCOC(=O)CCC(NC(=O)c1ccccc1C(=O)NC(CCC(=O)OCC)C(=O)OCC)C(=O)OCC (stereo not drawn)
    7	2	11	0.0	1	11	-3	-2
[65] Cc1cc(-c2ccccc2)nc(N(C)NC(=O)C(C)(C)C)c1S(C)(=O)=O
    -4	22	4	0.0	-4	2	8	nt
[66] Cc1cc(Nc2ccc(Br)cc2F)n2ncnc2n1
    2	-1	nt	0.2	0	22	0	-3
[67] CCCCn1c(N)c(N(CCC(C)C)C(=O)c2c(C)noc2C)c(=O)[nH]c1=O
    nt	nt	nt	-0.1	-3	23	3	-1

Not all compounds are listed, so the mix of outcomes need not match the whole.
